TrxR1 substrate: qHTS Assay for Substrates of Mammalian Selenoprotein Thioredoxin Reductase 1 (TrxR1): qHTS; purified TrxR1 substrate turnover, NADPH consumption readout; Potency, µM (series often up to 114 µM), inactives show at the highest dose activity change, negative = substrate turnover; 0.01% of 390,000 active; AID 588456, 2011; note: potency is the fitted concentration of half-maximal effect; % is set by controls: 0 for no effect and ±100 for the full control effect; nearly all actives have a fitted effect of over 50% in size
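Rat TrxR1, dispensed at 90 nM, was prereduced with 400 uM NADPH (final) for 5 min at ~22 deg C, then incubated with compound 15 min before 400 uM selenite. A first-read NADPH fluorescence drop versus no-compound background flagged substrates.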
Pin1 inh: qHTS Assay to Find Inhibitors of Pin1. Peptidyl-prolyl cis-trans isomerase NIMA-interacting 1 (Homo sapiens), Q13526. Pin1 FP peptide displacement, HiFluor488, 10 min. Potency, µM (highest dose often 115 µM), for inactives: at the top dose activity, negative = inhibition, hits mostly inhibitors. 0.009% of 390,000 active. AID 504891, 2011; active = well fitted inhibition curve with a large enough effect in the polarisation, with a control signal flat, not every such curve was filed as active; inconclusive = small, poorly fitted or top-dose-only effect, or effect the other way, or a change in a side signal; inactive = no such curve, though single readings can be large or run the other way; the % refers to the polarisation; note: potency is the fitted concentration of half-maximal effect; % is set by controls: 0 for no effect and ±100 for the full control effect
Target sequence (Q13526 whole entry, looked up): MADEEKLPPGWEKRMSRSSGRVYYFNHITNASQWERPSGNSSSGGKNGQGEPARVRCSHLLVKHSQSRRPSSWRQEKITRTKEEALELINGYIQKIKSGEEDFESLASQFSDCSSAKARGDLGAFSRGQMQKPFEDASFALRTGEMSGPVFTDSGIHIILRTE
D2 antagonist: HTS Assay for Allosteric Antagonists of the Human D2 Dopamine Receptor: Primary Screen for Antagonists; D(2) dopamine receptor (Homo sapiens), P14416; HEK293 TREx D2 cells, calcium flux, dopamine EC80; inhibition, % at 10 µM; 2% of 340,000 active; in the data active = inhibition above about 30%; note: 0% is about no effect
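Read-out: kinetic calcium fluorescence (1 cycle/s) in inducible HEK293 T-REx D2 cells after an EC80 dopamine addition that followed 180 s compound preincubation. Loss of the dopamine response indicates antagonism.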
USP1 inh: Inhibitors of USP1/UAF1: Primary Screen; Potency, µM (top dose mostly 57.1 µM), inactives show top-dose activity change, negative = inhibition, most hits filed as inhibitors; 0.23% of 390,000 active; recombinant USP1/UAF1, Ub-Rhodamine cleavage fluorescence; AID 743255, 2014; note: potency is the fitted concentration of half-maximal effect; % is set by controls: 0 for no effect and ±100 for the full control effect; nearly all actives have a fitted effect of over 60% in size; inactives centre near -12
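Step one: compound is pinned into 1nM USP1/UAF1 in HEPES pH 7.8 buffer with TCEP. Step two: 15 min room-temperature incubation. Step three: Ub-Rho (150nM final) starts cleavage, tracked by fluorescence over six one-minute reads.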
TRHR enhancer: qHTS for Small Molecule Agonists and Allosteric Enhancers of Human TRH Receptor: Primary Screen for Enhancers | 0.66% of 360,000 active | TRHR cells, fluo-8 calcium fluorescence, EC20 TRH enhancement | enhancement, % at 2 µM; in the data active = enhancement above about 30%; note: 0% is about no effect
Target sequence (P34981 whole entry, looked up): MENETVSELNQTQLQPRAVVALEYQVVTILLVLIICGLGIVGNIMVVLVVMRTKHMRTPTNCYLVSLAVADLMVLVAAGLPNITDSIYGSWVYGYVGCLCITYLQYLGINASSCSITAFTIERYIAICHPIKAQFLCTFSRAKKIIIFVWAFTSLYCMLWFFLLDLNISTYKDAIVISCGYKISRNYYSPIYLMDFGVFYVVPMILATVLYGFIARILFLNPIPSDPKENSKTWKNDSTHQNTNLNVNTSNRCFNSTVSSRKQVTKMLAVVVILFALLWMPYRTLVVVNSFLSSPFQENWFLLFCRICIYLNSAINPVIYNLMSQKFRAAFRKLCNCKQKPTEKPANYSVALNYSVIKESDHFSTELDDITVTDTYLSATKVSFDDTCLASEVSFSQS
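TRHR-expressing cells loaded with fluo-8 calcium dye were read kinetically (ex 480/em 530) during compound addition, then stimulated with an EC20 of TRH (10 nM final). Enhancement of the Gq-mediated intracellular calcium response was scored.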
IDH1 R132H inh: qHTS for Inhibitors of mutant isocitrate dehydrogenase 1 (IDH1): qHTS. Isocitrate dehydrogenase [NADP] cytoplasmic (Homo sapiens), O75874. IDH1-R132H enzyme, NADPH consumption, diaphorase/resazurin fluorescence. Potency, µM (doses to about 76.6 µM), without a hit: top-dose activity change, negative = inhibition, usual class: inhibitors. 0.093% of 390,000 active. AID 602179, 2012; note: potency is the fitted concentration of half-maximal effect; % is set by controls: 0 for no effect and ±100 for the full control effect; nearly all actives have a fitted effect of over 65% in size
Target sequence (O75874 whole entry R132H, stated change not applied): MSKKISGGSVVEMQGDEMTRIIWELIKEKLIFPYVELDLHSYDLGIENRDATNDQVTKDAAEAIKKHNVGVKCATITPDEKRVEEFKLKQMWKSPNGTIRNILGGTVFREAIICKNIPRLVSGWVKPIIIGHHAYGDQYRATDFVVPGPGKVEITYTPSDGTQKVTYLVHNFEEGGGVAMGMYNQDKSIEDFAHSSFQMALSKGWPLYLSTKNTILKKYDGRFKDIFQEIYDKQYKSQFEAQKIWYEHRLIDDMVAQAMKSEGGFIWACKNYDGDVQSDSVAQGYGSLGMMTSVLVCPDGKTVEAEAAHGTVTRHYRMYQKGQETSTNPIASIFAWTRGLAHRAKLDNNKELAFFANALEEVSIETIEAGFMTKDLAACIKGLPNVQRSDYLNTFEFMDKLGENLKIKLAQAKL
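IDH1-R132H (0.5 ug/mL dispensed) in pH 7.5 Tris buffer was preincubated 30 min with compound, then given a substrate mix of 0.016 mM NADPH and 2 mM alpha-KG for 80 min at room temperature; remaining NADPH was read by diaphorase/resazurin fluorescence.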
TRHR ag: qHTS for Small Molecule Agonists and Allosteric Enhancers of Human TRH Receptor: Primary Screen for Agonists; Thyrotropin-releasing hormone receptor (Homo sapiens), P34981; TRHR cells, calcium flux fluo-8, FDSS agonist mode; activation, % at 2 µM; 0.18% of 360,000 active; in the data active = activation above about 30%; note: 0% is about no effect
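Read-out: compound-evoked intracellular calcium rise in TRHR cells, fluo-8 dye, kinetic FDSS fluorescence at 1 s/cycle following a 10-cycle baseline. Cells cultured overnight before dye loading (30 min–1.5 h, RT).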
rTrxR1 inhibitor: qHTS Assay for Inhibitors of Mammalian Selenoprotein Thioredoxin Reductase 1 (TrxR1): qHTS; Thioredoxin reductase 1, cytoplasmic (Rattus norvegicus), O89049; recombinant rTrxR1, NADPH fluorescence consumption, selenite substrate; Potency, µM (top dose mostly 114 µM), inactives show at the highest dose activity change, negative = inhibition, usual class: inhibitors; 1% of 390,000 active; AID 588453, 2011; note: potency is the fitted concentration of half-maximal effect; % is set by controls: 0 for no effect and ±100 for the full control effect; nearly all actives have a fitted effect of over 65% in size
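Rat TrxR1 (90 nM in the dispensed reagent) was pre-reduced with 400 uM NADPH for 5 min at room temperature, then incubated with compound for 15 min. After 400 uM selenite was added, NADPH fluorescence (Ex 340/Em 450 nm) was followed for 8 min.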
D2 ag: HTS Assay for Allosteric Agonists of the Human D2 Dopamine Receptor: Primary Screen for Agonists; HEK293 T-REx D2 cells, calcium flux agonist mode; activation, % at 2 µM; 0.53% of 340,000 active; AID 485358, 2010;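 active = activation over 3 SD above normal in the single-dose calcium agonist read, cut at about 30% in these data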; note: 0% is about no effect
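Tetracycline-induced HEK293 T-REx cells with force-coupled D2 receptor, plated overnight at 30 C, loaded with no-wash calcium dye. After a 10 s baseline, compound was pin-added and calcium flux read kinetically for 180 s; calcium rises flagged agonists.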
Active calls of the source: *; ? = inconclusive; . = no result given; [ ] = another dose, or the depositor's remark. Unless noted, calls come from the whole dose curve; as a rule, active = well fitted inhibition curve with a large enough effect; inconclusive = small, poorly fitted or top-dose-only effect; inactive = no such curve, though single readings can be large or run the other way.

SMILES	TrxR1 substrate	Pin1 inh	D2 antagonist	USP1 inh	TRHR enhancer	IDH1 R132H inh	TRHR ag	rTrxR1 inhibitor	D2 ag
Cc1ccc(NC(=O)COc2cccc3ccccc23)c(O)c1	-4%	4%	0	-8%	3	0%	0.5	9%	0.0
C=CCNc1nc(N(c2ccccc2)c2ccccc2)nc(-n2ccnc2)n1	6%	0%	5	-20%	-6	-16%	2.2	3%	5.9
Cc1cccc(N2CC(C(=O)Nc3nnc(SCCC4OCCO4)s3)CC2=O)c1 (stereo not given)	2%	?	3	-25%	5	-1%	0.4	?	1.1
CN(CCNC(=O)c1cc2c(=O)n(C)c3ccccc3c2n1C)Cc1ccccc1	7%[57.1 µM]	0%	10	-18%	-2	11%	0.3	-3%[57.1 µM]	-0.4
O=C(O)CC(C(=O)O)c1cn(Cc2ccccc2)c2ccccc12 (stereo not given)	2%	-9%	17	-30%	28	1%	-0.2	-9%	-0.2
O=C(COC(=O)c1ccc(Cl)c(S(=O)(=O)N2CCCCC2)c1)NCc1ccco1	12%	-14%	6	-13%	1	-1%	-1.1	-24%	-1.1
c1nc(COc2nsnc2N2CCOCC2)cs1	-12%	0%	36*	-4%	4	18%	-1.0	-15%	-0.5
CCNC(=S)N/N=C/c1ccco1	-14%	-2%	-5	-15%	1	-7%	0.3	?	0.9
O=C1C(=O)N(CCN2CCOCC2)C(c2ccc(Cl)cc2)/C1=C(/O)c1ccc(S(=O)(=O)N2CCOCC2)cc1 (stereo not given)	-3%	4%	-10	-15%	10	5%	-1.9	-14%	-0.8
O=C(Nc1ncc([N+](=O)[O-])s1)C1CC(=O)N(c2ccc(F)cc2)C1 (stereo not given)	-5%	-9%	21	-15%	-10	-6%	0.3	-2%	0.1
Cc1ccc(-n2nc(C)c3c(C)c(CCC(=O)NCc4ccccc4)c(C)nc32)cc1	21%	3%	0	-30%	0	13%	-0.2	33%	0.6
COc1cccc(N2CC(C(=O)Nc3nnc(SCC(=O)NCc4ccco4)s3)CC2=O)c1 (stereo not given)	3%	?	.	-15%	-5	-4%	0.0	-25%	.
COc1ccccc1C(=O)NCCn1cc(SCc2ccc(C)cc2)c2ccccc21	10%[11.4 µM]	13%	.	-26%	-8	-4%	1.0	8%	0.4
CCN(CCNCC(O)COc1ccccc1C(C)C)c1cccc(C)c1 (stereo not given)	-4%	-1%	-16	-24%	4	5%	2.0	3%	0.7
Cc1ccc(CNS(=O)(=O)c2c(C(=O)N3CCCCC3)c(C)n(C)c2C)o1	3%	-9%	4	-13%	-1	-9%	0.1	-11%	-0.4
COc1ccccc1-c1ccnc2c(-c3ccc(Br)cc3)c(C)nn12	12%[11.4 µM]	-2%	.	-23%	3	-1%	-1.1	12%[11.4 µM]	0.1
CC1(OC(=O)CCc2ccccc2)C(=O)C=C2C=C(c3ccsc3)OC=C2C1=O (stereo not given)	.	.	12	.	-9	.	1.4	.	0.4
c1ccc(CN=C(NCc2ccccc2)NCc2ccccc2)cc1	11%[57.1 µM]	-7%	.	-13%	.	-2%	.	4%[2.29 µM]	.
COc1ccccc1C(=O)Nc1ccc(C(=O)c2ccccc2)cc1	-2%	18%	1	-23%	-6	12%	0.0	28%	0.5
COc1ccc2c(c1)CC(NC(=O)Nc1ccc(Br)c(C)c1)CO2 (stereo not given)	-4%[57.1 µM]	-2%	.	6%	3	5%	0.3	12%[57.1 µM]	1.4
CCOc1cc(C2CC(=O)c3c(ccc4ccccc34)N2)ccc1O (stereo not given)	13%	0%	10	-17%	-5	6%	1.2	11%[57.1 µM]	0.4
O=C1c2ccccc2C2=Nc3ccccc3SC(c3ccc(Cl)cc3)C12 (stereo not given)	-4%	2%	9	-11%	-5	9%	-1.5	-17%	0.2
O=C(c1cccc(Cl)c1)N1CCn2c1nc1ccccc12	2%	-7%	2	-3%	2	1%	-0.4	11%	5.6
O=C(NC1CCNCC1)C1CCCCC1	-1%	-1%	3	-8%	4	-8%	0.5	2%	-0.2
Cc1cccn2cc(-c3ccc(F)cc3)cc12	16%	?	13	-11%	-2	-5%	0.4	-12%	0.7
Cc1ccc(S(=O)(=O)NC(C)C(=O)N2CCOCCOCCOCCOCC2)cc1 (stereo not given)	0%[57.1 µM]	-6%	13	-19%	3	-7%	0.3	16%[57.1 µM]	1.6
COc1ccc(N2CCN(C(=O)CC34CC5CC(CC(C5)C3)C4)CC2)c([N+](=O)[O-])c1	-9%	2%	9	-21%	8	9%	0.3	-9%	-0.8
CC(C)(C)[C@H]1COC(=O)CCC/C=C/C[C@H](CC(=O)NCCO)C(=O)N1	5%	-7%	.	-18%	.	8%	.	25%	.
CC(C)CN1C(=O)c2ccc(C(=O)NCc3ccccn3)cc2C1=O	-3%	-4%	4	-13%	-2	-8%	-0.6	11%	0.7
COC(=O)c1cc(C(=O)OCC(=O)Nc2ccc(N3CCOCC3)cc2)cc([N+](=O)[O-])c1	3%	0%	.	-24%	.	7%	.	10%	.
O=C(COc1ccc(Cl)cc1)N1N=C(c2cccs2)CC1c1ccco1 (stereo not given)	6%[57.1 µM]	30%	.	-16%	.	-5%	.	-19%[57.1 µM]	.
COC(=O)c1ccc(CSc2ncnc3c2sc2nc(N4CCOCC4)c4c(c23)CCCC4)o1	6%	19%	.	-6%	.	7%	.	?	.
COc1ccc(CCC(=O)OCC(=O)Nc2ccc(OC)c(OC)c2)cc1OC	-12%	3%	-11	-12%	-5	-7%	-0.2	-11%	0.7
COc1cc(C(=O)CSc2nnc(-c3ccc(O)cc3)n2CC2CCCO2)ccc1NC(C)=O (stereo not given)	-6%	8%	-6	-9%	-2	-1%	0.4	14%	1.5
O=C(NC(=S)N1CCCCCC1)C1CC1	-10%	-1%	-6	3%	3	1%	0.7	-17%	0.3
CCc1nnc(NC(=O)CSc2nnc(-c3ccoc3C)n2CC(C)C)s1	-3%	4%	-16	-14%	13	1%	-0.4	-4%	0.5
O=C1CCc2cc(S(=O)(=O)NC(C(=O)NCc3cccnc3)c3ccccc3)ccc2N1 (stereo not given)	1%	1%	-11	-25%	-1	0%	0.2	2%	0.0
CCCCn1c(C)nc2c(=O)n(C)c(=O)[nH]c21	7%[57.1 µM]	0%	-12	-10%	2	7%	0.5	-2%[57.1 µM]	1.2
Cc1cccc(NC(=O)CSCC(=O)Nc2nnc(C3CC3)s2)c1	-1%	-2%	16	-7%	-3	-5%	0.1	12%	-0.9
Cc1c(NC(=O)C(C)OC(=O)c2ncc(Cl)c(Cl)c2Cl)c(=O)n(-c2ccccc2)n1C (stereo not given)	2%	-9%	7	-15%	-1	3%	-0.5	-15%	0.3

Some of these compounds in order of count of non-hydrogen atoms, high to low.
SMILES	TrxR1 substrate	Pin1 inh	D2 antagonist	USP1 inh	TRHR enhancer	IDH1 R132H inh	TRHR ag	rTrxR1 inhibitor	D2 ag
O=C1CCc2cc(S(=O)(=O)NC(C(=O)NCc3cccnc3)c3ccccc3)ccc2N1 (stereo not given)	1%	1%	-11	-25%	-1	0%	0.2	2%	0.0
Cc1c(NC(=O)C(C)OC(=O)c2ncc(Cl)c(Cl)c2Cl)c(=O)n(-c2ccccc2)n1C (stereo not given)	2%	-9%	7	-15%	-1	3%	-0.5	-15%	0.3
COc1ccc(CCC(=O)OCC(=O)Nc2ccc(OC)c(OC)c2)cc1OC	-12%	3%	-11	-12%	-5	-7%	-0.2	-11%	0.7
CCc1nnc(NC(=O)CSc2nnc(-c3ccoc3C)n2CC(C)C)s1	-3%	4%	-16	-14%	13	1%	-0.4	-4%	0.5
O=C(COc1ccc(Cl)cc1)N1N=C(c2cccs2)CC1c1ccco1 (stereo not given)	6%[57.1 µM]	30%	.	-16%	.	-5%	.	-19%[57.1 µM]	.
Cc1cccc(NC(=O)CSCC(=O)Nc2nnc(C3CC3)s2)c1	-1%	-2%	16	-7%	-3	-5%	0.1	12%	-0.9

New compounds follow:
SMILES	TrxR1 substrate	Pin1 inh	D2 antagonist	USP1 inh	TRHR enhancer	IDH1 R132H inh	TRHR ag	rTrxR1 inhibitor	D2 ag
CCOc1cc(NC(=S)NCc2ccco2)c(OCC)cc1NC(=O)C1CC1	-4%	7%	.	-19%	5	1%	-0.6	-4%	.
Cc1ccc(C(=O)N2CCSC2=S)cc1	16%[11.4 µM]	-4%	-1	-7%	0	1%	-0.3	33%[11.4 µM]	0.2
O=C(O)CCCC(=O)N1N=C(c2c(-c3ccccc3)c3cc(Cl)ccc3[nH]c2=O)CC1c1cccs1 (stereo not given)	2%	?	-1	-5%	3	-7%	-0.6	-4%	-0.5
Cc1nnc(N/N=C\c2ccc(-c3cccc(C(=O)O)c3)o2)n1N	10%	-2%	11	?	-1	13%	0.3	18%	-0.7
Cn1c(=O)c2c(nc(N3CCCCC3)n2CCCNC2=NCCCC2)n(C)c1=O	-11%	-5%	7	-12%	-3	5%	0.1	-14%	0.3
CC(C)(C)NC(=O)CSc1nnc(SCC(=O)NC(C)(C)C)s1	2%	0%	7	?	-2	-8%	0.3	7%	0.2
O=C(Cn1ncc(N2CCOCC2)c(Br)c1=O)c1ccc(Cl)cc1	-6%	4%	-3	-9%	7	3%	-1.5	-7%	11
O=C(N/N=C/c1cccc2ccccc12)C(=O)N1CCCC1	-7%	-10%	2	0%	0	4%	-1.8	7%	-0.8

Compound activity deposited in PubChem BioAssay by National Center for Advancing Translational Sciences (NCATS).

Some of the compounds tested (hit frequency here may not be typical).
